DT40 TDP1 CPT: growth inhibition of DT40 Tdp1-/-;hTDP1 cells with camptothecin (screen for TDP1 inhibitors). chicken DT40 Tdp1-/-;hTDP1 cells + 20 nM CPT, ATP luminescence, 48 h. Potency, µM (highest dose often 46.2 µM), for inactives: top-dose activity change, negative = growth inhibition, hits mostly inhibitors. actives 12% (n = 420,000). AID 686979; active means well fitted inhibition curve with a large enough effect; inconclusive means small, poorly fitted or top-dose-only effect; further: nearly all actives have a fitted effect of over 55% in size
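Chicken DT40 Tdp1-/- cells stably complemented with human TDP1 were seeded at 400 cells/well in medium containing 20 nM camptothecin, exposed to pin-transferred compounds, and grown at 37 °C for at least 48 hr. Viability was read as ATP luminescence.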
The depositor's hits bear a star; ? = inconclusive; [ ] = dose if it differs, or a comment. On the % scale 0 is the no-effect control and ±100 the full control effect; potency means the concentration at half of the fitted maximal effect. Not all compounds are listed; the hit share may differ from the screen's.

SMILES	DT40 TDP1 CPT
COc1ccc(-n2cnnc2SCC(=O)NC2CC2)cc1	1%
COCCCN1C(=O)C(CC(=O)NCCN2CCOCC2)CC(C(=O)N(C(C)C)C(C)C)=C1C (centres undefined)	-8%
CC(C)C(=O)N1CCCC1(C)C(=O)Nc1ccc2c(c1)OCO2 (centres undefined)	3%
COc1cccc(C(C)(O)c2nc(-c3ccccc3C)cs2)c1 (centres undefined)	?
Cc1nccn1CCC(=O)NC1CC(C)(C)Cc2c1cnn2-c1ccccc1 (centres undefined)	0%
COc1cc(CN2CCC3(CCC(CNC(=O)c4ccco4)O3)CC2)cc(OC)c1 (centres undefined)	-1%
C#CCN(C[C@@H]1[C@@H](OC(=O)NCc2ccccc2F)[C@@H](OC(=O)NCc2ccccc2F)Cn2c(=O)ccc(=O)n21)S(=O)(=O)c1ccc(C)cc1	4.1µM*
Cc1cc(C)n2c(NCc3ccccc3)c(-c3cc4ccccc4o3)nc2n1	16µM*
C#CCN(C[C@H]1[C@H](OC(=O)NCc2ccccc2F)[C@H](OC(=O)NCc2ccccc2F)C[C@H]2C(=O)N(c3ccccc3)C(=O)[C@@H]12)S(=O)(=O)c1ccc(C)cc1	-13%
CC1CN(c2cc3c(cc2F)c(=O)c(C(=O)O)cn3-c2ccc(F)cc2F)CCN1 (centres undefined)	3%
Cc1cc2nc(-c3ccccc3)c(Cc3ccccc3)n2c(C)c1Br	23µM*
CCOC(=O)N(C)c1c(CC)nc2c(OCc3ccc(F)cc3)cccn12	?
Cn1nc(C2CC2)cc1NC(=O)C1(C)CCN1C(=O)CCc1ccccc1 (centres undefined)	-25%
COc1ccc(-c2nc3ccc(Br)cn3c2Cc2ccccc2)cc1OC	?
O=C(NCC1CC1)c1cc2c(c(-c3cccc(-c4ccccc4F)c3)n1)[C@H](CCO)N(C(=O)CC1CC1)C2	?
C[C@H](CO)N1C[C@H](C)[C@H](CN(C)S(=O)(=O)c2ccccc2)OCc2cnnn2CCCC1=O	?
CCOc1ccccc1OCCCC(=O)Nc1cc(S(=O)(=O)N2CCCCC2)ccc1C	?
CCOC(=O)C1=C[C@@H](C(C)(C)C)N(S(=O)(=O)c2ccc(C)cc2)[C@H]1c1ccc(F)cc1	18µM*
CC(=O)C1=CCC(c2ccccc2)N(S(C)(=O)=O)C1 (centres undefined)	-2%
CC1(C(=O)NS(=O)(=O)c2ccc(Br)cc2)CCN1C(=O)CCc1ccccc1 (centres undefined)	-3%
Cc1c(C(=O)NCCC#N)sc(=O)n1Cc1ccc(F)cc1	-24%
COC(=O)C1CCN(Cc2ccc3c(c2)CN(C(=O)C(C)N2CCOCC2)CCO3)CC1 (centres undefined)	14%
CC1CN(CC(=O)NCCC2COc3ccccc3O2)Cc2cc(Cl)ccc2O1 (centres undefined)	6%[9.04 µM]
CC1(C(=O)NCc2cccc(C(F)(F)F)c2)CCN1Cc1cc2ccccc2o1 (centres undefined)	26µM*
Cc1nc2cc(OC3(C)CCN(Cc4ccc(OC(F)(F)F)cc4)C3)ccc2s1 (centres undefined)	?

Compounds above containing an aryl methoxy group, in the order listed:
SMILES	DT40 TDP1 CPT
COc1ccc(-n2cnnc2SCC(=O)NC2CC2)cc1	1%
COc1cccc(C(C)(O)c2nc(-c3ccccc3C)cs2)c1 (centres undefined)	?
COc1cc(CN2CCC3(CCC(CNC(=O)c4ccco4)O3)CC2)cc(OC)c1 (centres undefined)	-1%
COc1ccc(-c2nc3ccc(Br)cn3c2Cc2ccccc2)cc1OC	?

Additional entries
SMILES	DT40 TDP1 CPT
Cc1ccc(Nc2nc(NCc3cccs3)nc3ccsc23)c(C)c1	23µM*
CC(=O)Nc1ccc(-c2ccnc3c2CC(C)(C(=O)Nc2ccccc2)O3)cc1 (centres undefined)	21µM*
O=C(C(=Cc1ccc(F)cc1)C(=O)c1ccccc1)c1ccccc1	?
CC(C)Oc1ccc(CN2CCC2(C)C(=O)Nc2ccc(Cl)c(Cl)c2)cc1 (centres undefined)	?
CCOC1=C2[C@H](c3ccccc3F)N(S(=O)(=O)c3ccc(C)cc3)C[C@H]2n2c(=O)n(-c3ccccc3)c(=O)n2C1	-16%
Cc1cccc(NC(=O)CNC(=O)[C@H]2O[C@@H](n3ccc(=O)[nH]c3=O)[C@H](O)[C@@H]2O)c1C	-4%
CCCNC(=O)c1cc(C2CCCCN2C(=O)OCCF)on1 (centres undefined)	-3%
CCN(CC)C(=O)C1=C(C)N(CCC2=CCCCC2)C(=O)C(CC(=O)NCC2CCCCC2)C1 (centres undefined)	?
COC(=O)[C@H]1C[C@@]2(O)CN(S(=O)(=O)c3ccc(C)cc3)C[C@@]2(OC(=O)NCc2ccccc2)C[C@H]1C(=O)OC	?
CSC(N)=NCCCC(N)C(=O)O (centres undefined)	-2%
CCCCN(C)c1c(C)nc2ccc(C(=O)NCCc3c[nH]c4ccccc34)cn12	?
COc1ccc(CN2C(=O)C(CC(=O)NC3CCCCC3)CC(C(=O)N(C)C)=C2C)cc1 (centres undefined)	?
CC1(C(=O)NS(=O)(=O)C2CC2)CCN(C(=O)c2ccccc2F)C1 (centres undefined)	4%
CC1=CC2=C(C=O)C(=O)C(C)(O)C(O)C2=CO1 (centres undefined)	?
CCc1nc2ccc(C(=O)N(CC)CCN(C)C)cn2c1N(C)C(=O)c1cccc(OC)c1	-4%
CN(C(=O)CO)c1c(I)c(C(=O)NCC(O)CO)c(I)c(C(=O)NCC(O)CO)c1I (centres undefined)	1%
CCc1nc2ccc(C(=O)NCCCn3ccnc3)cn2c1N(CC)CCOC	-3%
Cc1nc(C(=O)N(Cc2cc3ccc(F)cc3nc2N2CCC(O)CC2)CC2CCCO2)cs1 (centres undefined)	-11%
CC(C)CC1C(=O)N(Cc2cn(Cc3ccco3)nn2)CCS(=O)(=O)N1Cc1ccc(-c2ccncc2)cc1 (centres undefined)	21µM*
CC[C@@H](NC(=O)[C@@H](Cc1ccccc1)NC(=O)CC[C@H]1O[C@@H](n2ccc(=O)[nH]c2=O)[C@H](O)[C@@H]1O)c1ccccc1	6%
O=C(COC(=O)c1ccc2ccccc2c1)NCc1ccccc1	-6%
COC(=O)[C@H]1C[C@@]2(O)CN(S(=O)(=O)c3ccc(C)cc3)C[C@@]2(OC(=O)NC2CC2)C[C@H]1C(=O)OC	4%
CS(=O)(=O)c1ccc(-c2cccc3c2OC(CNC(=O)c2ccnc(Cl)c2)C3)cc1 (centres undefined)	?
CC(=O)Nc1cc(-c2cccc(C(=O)N(C)C)c2)cn2c(-c3ccc(C(C)=O)cc3)cnc12	16µM*
O=C1NC[C@@H](CCCCN2CCN(CCc3ccccc3)C(=O)C2=O)N(CC2CCCCC2)C1=O	-3%

The list goes on:
SMILES	DT40 TDP1 CPT
C[C@@H]1CN([C@H](C)CO)S(=O)(=O)c2ccc(Br)cc2O[C@@H]1CN(C)Cc1ccc(-c2ccccc2)cc1	?
CCCCNC(=O)C1(C)CCN1Cc1cc(C)ccc1C (centres undefined)	23µM*
CCCS(=O)(=O)NC(=O)C1(C)CCCN(C(=O)c2ccc(C(F)(F)F)cc2)C1 (centres undefined)	-4%
CCCCN(C=O)c1c(CC)nc2ccc(C(=O)N3CCN(C(C)=O)CC3)cn12	-28%
COc1cc(C=C2Cc3ccccc3C2=O)cc(OC)c1OC	16µM*
CC(C)NC(=O)[C@@H]1C[C@@H](Sc2nc3ccccc3[nH]2)CN1C1Cc2ccccc2C1	?
N#CCCN(Cc1cccnc1)CN1C(=O)c2ccccc2C1=O	-1%
CCC(c1nnnn1-c1c(C)cccc1C)N1CCN(CC)CC1 (centres undefined)	-2%
CNc1ccc(-c2ccccc2CO)cn1	-1%
CCN(CC1CCCN(CCc2cccc(F)c2)C1)C(=O)c1ccoc1C (centres undefined)	-23%
Cc1ccccc1CC1(CO)CCCN(C(=O)c2ccoc2)C1 (centres undefined)	?
COC(=O)C1CCN(Cc2ccc3c(c2)CN(C(=O)c2ccc(-n4cnnn4)cc2)CCO3)CC1	0%[9.04 µM]
CCCCCCCCN1C(=O)[C@H](CC(=O)NCCCOCCCC)C[C@@]2(C(=O)OC)CCCCC=C12	13µM*
OCCN1CCN(c2ncnc3c2ncn3[C@H]2CN(Cc3ccccc3)C[C@@H](CO)O2)CC1	?
Cc1cccc(C)c1NC(=O)CN1CCC(Cc2ccccc2)CC1	21µM*
O=C(COC(=O)/C=C/c1ccc2c(c1)OCO2)NCc1ccc(F)cc1	23µM*
COc1ccc(NC(=O)C[C@H]2C(=O)N(c3ccc(Br)cc3)C[C@@H]2c2ccc(OC)cc2)cc1	?
CCCCCCN1C[C@@H](n2cc(C3CC3)nn2)[C@H](O)C[C@@H]1c1ccc(C)cc1	?
COc1cccc(S(=O)(=O)N(C)C[C@@H]2OCc3cnnn3CCCC(=O)N([C@H](C)CO)C[C@@H]2C)c1	-6%
COCCNc1nc(Nc2ccc(C)cc2C)c2sc(-c3ccccc3)cc2n1	26µM*
C[C@@H]1CN([C@@H](C)CO)C(=O)CCCn2nncc2CO[C@H]1CN(C)C(=O)CCC(F)(F)F	-17%
CC(C)C[C@@H]1CN(CCCC[C@H]2CNC(=O)C(=O)N2CCC2CCCCC2)C(=O)C(=O)N1CC1CCCCC1	-19%
CN(C)c1cccc(CNC(=O)c2csc(COCCO)n2)c1	-19%
Cc1ncc(-c2ccc(F)cc2)c(C2CCCN(Cc3cccc(O)c3)C2)n1 (centres undefined)	?
CC(=O)c1cc2c(cc1NC(=O)CSc1ncccn1)OCO2	-12%

Nothing new here: 3 of the compounds above.
SMILES	DT40 TDP1 CPT
COc1cc(C=C2Cc3ccccc3C2=O)cc(OC)c1OC	16µM*
CC(C)NC(=O)[C@@H]1C[C@@H](Sc2nc3ccccc3[nH]2)CN1C1Cc2ccccc2C1	?
N#CCCN(Cc1cccnc1)CN1C(=O)c2ccccc2C1=O	-1%

The list continues.
SMILES	DT40 TDP1 CPT
CCCCNc1c(CCc2ccccc2)nc2nc(C)cc(C)n12	18µM*
CSc1ccc(OC2(C)CCN(Cc3ccc(OC(F)(F)F)cc3)C2)cc1 (centres undefined)	-27%
COc1cc(=O)n2c(c1C(=O)N1CCc3ccccc3C1)CCN(Cc1ccc(CO)o1)CC2	12%
COCC(=O)Nc1cc(C(=O)N2CCc3c([nH]c4ccccc34)C2)cc2nc(-c3ccccc3)n(C)c12	?
COc1ccc2c(c1)CO[C@@]21O[C@H](CCO)C[C@H](O)[C@H]1O	-6%
Cc1cccc(-c2nnc(C(C)Nc3cccc(C(=O)NC4CC4)c3)o2)c1 (centres undefined)	?
Nc1nc2c(ncn2[C@@H]2O[C@H](CNCc3ccc(Oc4cc(-n5cccn5)ncn4)cc3)[C@@H](O)[C@H]2O)c(=O)[nH]1	-1%
COC(=O)[C@]12CCCCC=C1N(CCc1ccc(OC)c(OC)c1)C(=O)[C@H](CC(=O)N1CCCC1)C2	?
c1ccc2c(c1)oc1c(-c3cccc4nccn34)cccc12	13µM*
CCCCNC(=O)C1(C)CCCCN1C(=O)c1ccc(OC)c(C(F)(F)F)c1 (centres undefined)	?
O=c1cc(-c2cccc(O)c2O)oc2ccccc12	?
COCCNC(=O)C1(C)CCCN(Cc2ccc(-c3ccccc3)o2)C1 (centres undefined)	?
Cc1ccc(C)c(CN2CCC3(CCC(CNC(=O)c4ccnn4C)O3)CC2)c1 (centres undefined)	-6%
Cc1ccccc1C(=O)N1CCC[C@@H]1C(=O)N1CCC[C@H]1C(=O)NCc1ccncc1	-3%
Cc1ccc2nc(-c3ccc(F)cc3)c(Cc3ccccn3)n2c1	?
CN(C)c1nc(N)nc2c1ncn2C1OC(CO)CC1O (centres undefined)	?
CCOC(=O)c1ccc(NC(=S)P(=O)(c2ccccc2)c2ccccc2)cc1	?
COc1ccc(/C=C2\SC(=S)N(CCC(=O)N3CCOCC3)C2=O)cc1OC	-3%
Cc1ccc(F)c(S(=O)(=O)NC(=O)C2(C)CCN2C(=O)Cc2cc(F)ccc2F)c1 (centres undefined)	2%
CCOC(=O)[C@]12CCCC=C1N(Cc1cccc3ccccc13)C(=O)[C@H](CC(=O)NCc1ccc(C)o1)C2	?
O=C(Nc1ccccc1Cl)c1cc(C2CCCN(C(=O)c3cccs3)C2)on1 (centres undefined)	6%
COCCNc1nc(NCCCN(C)C)c2sccc2n1	-12%
Cc1cccc(CNC(=O)c2sc(=O)n(Cc3c(C)cccc3C)c2C)c1	?
COc1cc(F)ccc1-c1cc(C(=O)NCc2cc(C(F)(F)F)cc(C(F)(F)F)c2)[nH]n1	?
COc1ccc(Cc2c(-c3ccccc3)nc3c4ccccc4ccn23)c(C)c1	?
N#Cc1ccc(-c2nc3ccc(Cl)cn3c2Cc2cccc(F)c2)cc1	?
COc1ccc(Cc2c(C(C)(C)C)nc3cc(C)c(Br)c(C)n23)c(C)c1	-21%

Laid out differently: results already given
Cc1ccc(F)c(S(=O)(=O)NC(=O)C2(C)CCN2C(=O)Cc2cc(F)ccc2F)c1 (centres undefined)
  DT40 TDP1 CPT: 2%
COc1cc(=O)n2c(c1C(=O)N1CCc3ccccc3C1)CCN(Cc1ccc(CO)o1)CC2
  DT40 TDP1 CPT: 12%
COc1ccc(Cc2c(-c3ccccc3)nc3c4ccccc4ccn23)c(C)c1
  DT40 TDP1 CPT: ?
O=c1cc(-c2cccc(O)c2O)oc2ccccc12
  DT40 TDP1 CPT: ?

Three structures from above, arranged by formula weight, rising.
SMILES	DT40 TDP1 CPT
CN(C)c1nc(N)nc2c1ncn2C1OC(CO)CC1O (centres undefined)	?
COc1cc(F)ccc1-c1cc(C(=O)NCc2cc(C(F)(F)F)cc(C(F)(F)F)c2)[nH]n1	?
COC(=O)[C@]12CCCCC=C1N(CCc1ccc(OC)c(OC)c1)C(=O)[C@H](CC(=O)N1CCCC1)C2	?
